MrgX1 antag: antagonists of human MrgX1 receptor, primary screen, HEK293 cells, Fluo-4 calcium flux | Mas-related G-protein coupled receptor member X1 (Homo sapiens), Q96LB2 | BAM8-22 antagonism; stronger effect = lower value | B-score at 10 µM | actives 1.3% (n = 310,000) | AID 588676, 2011;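 active = calcium-response B-score plate-corrected more than 3 library SD below zero, starting fluorescence within 5 deviations, no agonist response on first addition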;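 also: peak minus trough fluorescence over baseline after final BAM8-22 challenge near maximal dose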
TRPC6 inhibitor: mouse TRPC6 channel inhibitors, primary screen, cell-based, HEK293, membrane potential dye; ACh-evoked depolarization; stronger effect = lower value; actives 1.1% (n = 310,000); AID 2553, 2010; B-score at 10 µM;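 active = B-score under library mean minus 3 SD, initial fluorescence not abnormally high, positive integrated signal ratio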;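 also: B-score derived from integrated fluorescence ratio over the kinetic read; more negative B-score means stronger inhibition of depolarization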
Target sequence (Q61143 whole entry, looked up): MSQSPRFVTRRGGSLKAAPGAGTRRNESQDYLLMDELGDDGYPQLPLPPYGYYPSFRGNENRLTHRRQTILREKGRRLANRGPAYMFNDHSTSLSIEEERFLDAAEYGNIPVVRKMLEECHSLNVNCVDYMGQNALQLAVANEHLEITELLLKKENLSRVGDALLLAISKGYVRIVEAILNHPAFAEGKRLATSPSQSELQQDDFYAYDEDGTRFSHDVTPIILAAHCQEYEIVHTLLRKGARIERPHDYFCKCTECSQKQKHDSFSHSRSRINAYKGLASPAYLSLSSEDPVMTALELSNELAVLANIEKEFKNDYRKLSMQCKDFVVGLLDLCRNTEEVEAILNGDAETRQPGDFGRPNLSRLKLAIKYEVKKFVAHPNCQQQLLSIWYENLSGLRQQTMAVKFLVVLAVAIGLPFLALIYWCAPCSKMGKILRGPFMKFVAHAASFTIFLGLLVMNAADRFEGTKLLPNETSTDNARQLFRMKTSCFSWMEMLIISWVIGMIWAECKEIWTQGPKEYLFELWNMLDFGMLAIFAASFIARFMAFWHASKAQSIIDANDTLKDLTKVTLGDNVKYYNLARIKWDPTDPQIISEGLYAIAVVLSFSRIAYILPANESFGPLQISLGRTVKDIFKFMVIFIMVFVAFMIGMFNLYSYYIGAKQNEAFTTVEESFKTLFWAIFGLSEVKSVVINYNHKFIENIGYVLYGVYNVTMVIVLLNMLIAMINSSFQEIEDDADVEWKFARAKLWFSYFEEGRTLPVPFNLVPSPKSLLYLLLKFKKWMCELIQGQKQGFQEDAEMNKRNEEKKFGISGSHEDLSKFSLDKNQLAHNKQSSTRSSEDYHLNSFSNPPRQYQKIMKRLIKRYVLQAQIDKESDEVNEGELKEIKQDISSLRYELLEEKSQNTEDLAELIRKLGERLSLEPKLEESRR
TRPC4 potent: positive allosteric modulators of TRPC4, primary screen, cell-based, mouse TRPC4beta, HEK293 mu-opioid, Fluo-4 calcium | Short transient receptor potential channel 4 (Mus musculus), Q9QUQ5 | actives 0.42% (n = 310,000) | B-score at 10 µM | AID 2227, 2009 | DAMGO EC20, Fluo-4 Ca2+ flux; stronger effect = higher value;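 active = B-score of calcium response area above 5 SD of library B-scores, with initial fluorescence ratio within 5 SD of library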;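 also: B-score of integrated fluorescence ratio over time as area under calcium response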
HIF activator: HIF pathway transcriptional activators, primary screen, cell-based, U2OS HRE-luciferase, luminescence; U2OS HRE-luciferase reporter; normalized: DMSO 0%, desferrioxamine 100%; activation, % at 7.5 µM (by protocol); actives 0.32% (n = 300,000);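 active = mean activation of at least 10% of the iron chelator positive control signal, with at least half of replicates also reaching 10%; inconclusive = mean and replicate majority disagree about reaching 10%; inactive = mean and most replicates under 10%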
KLF5 inhibitor: KLF5 expression inhibitors, primary screen, DLD-1 cells, luminescence. DLD-1 KLF5 promoter-luciferase reporter. inhibition, % at 5 µM. actives 0.23% (n = 290,000);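 active = inhibition above a per-plate limit of that plate's mean compound inhibition plus 3 SD, cut at about 60% in these data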;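 also: 0% = DMSO wells and 100% = LY294002 at 200 µM; higher means less KLF5 promoter-driven luciferase light; inactives centre near -14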
aSyn 5UTR inh: MLPCN primary screen, SNCA 5' untranslated region; alpha-synuclein 5'UTR reporter, inhibitor activity; inhibition, % (tested at 7.5 µM); AID 1813, 2009; actives 0.82% (n = 300,000); in the data active = inhibition above about 60%; inconclusive = no clear call, values can overlap the other calls;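 also: H4 neuroglioblastoma cells stably carrying SNCA 5'UTR luciferase fusion; 0% = DMSO wells and 100% = positive control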
SKKanGAS inh: S. pyogenes SKKanGAS growth inhibitors in kanamycin, primary screen, streptokinase expression inhibitor project, SKKanGAS strain, BacTiter-Glo luminescence; 6 h; inhibition, % at 7.5 µM; actives 1.3% (n = 300,000);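 active = mean replicate score, as percent of positive control median, at least 50; inconclusive = mean below 50 but one replicate at or above 50; inactive = mean and every replicate below 50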;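 also: strain carries kanamycin resistance gene driven by streptokinase promoter and grows in 40 µg/ml kanamycin; loss of luminescence reflects streptokinase promoter inhibition or plain growth inhibition; 0% = median of DMSO wells and 100% = positive control at its reference dose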
TRPC4 agonist: activators of mouse TRPC4 channel, primary screen, Fluo4 calcium, HEK293 TRPC4beta/mu-opioid cells | Short transient receptor potential channel 4 (Mus musculus), Q9QUQ5 | Fluo4 calcium fluorescence; stronger effect = higher value | B-score at 10 µM | actives 0.49% (n = 310,000);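 active = B-score above 5 SD of library B-scores, and initial fluorescence ratio not above library mean plus 5 SD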;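 also: positive B-score marks a calcium rise read as TRPC4 activation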
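Assay system: HEK293 cells stably co-expressing mouse TRPC4beta and mu-opioid receptor / Timing: Fluo4 dye loading 45 min at room temperature, 110 s recording / Signal: Fluo4 calcium-sensitive dye fluorescence, kinetic, 1 Hz baseline / Read-out: integrated baseline-normalised fluorescence ratio, converted to per-well B score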
IEC-6 tox: cytotoxicity in IEC-6 intestinal epithelial cells, primary screen, cytotoxicity control for KLF5 inhibitor project, cell-based, luminescence; AID 1825, 2009; IEC-6 cytotoxicity, luminescence viability; inhibition, % at 5 µM; actives 0.78% (n = 290,000); in the data active = inhibition above about 22%;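 also: 0% = plate median of test compound wells and 100% = cytotoxic reference compound wells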
TRPC6 act: mouse TRPC6 channel activators, primary screen, cell-based, HEK293, membrane potential dye; Short transient receptor potential channel 6 (Mus musculus), Q61143; HEK293-TRPC6 membrane potential dye fluorescence; stronger effect = higher value; B-score at 10 µM; actives 0.13% (n = 310,000);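 active = B-score of the integrated fluorescence ratio above library mean plus 3 SD, and starting fluorescence ratio within library mean plus 5 SD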;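 also: higher score means more depolarization so channel activation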
TRPC4 block: inhibitors of mouse TRPC4 channel, primary screen, Fluo4 calcium, HEK293 TRPC4beta/mu-opioid cells; Short transient receptor potential channel 4 (Mus musculus), Q9QUQ5; DAMGO-evoked Fluo4 calcium flux; stronger effect = lower value; B-score at 10 µM; actives 0.39% (n = 300,000); AID 2247, 2010;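 active = B-score over 3 SD under the library average, no early fluorescence shift, positive overall ratio signal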
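Material: HEK293 cells with stable TRPC4beta plus mu-opioid receptor expression; probe or stimulus: DAMGO in two steps, submaximal then maximal; technique: Fluo4 calcium fluorescence by kinetic imaging, 5 s 1 Hz baseline; measure: integrated fluorescence ratio relative to baseline, converted to per-well B score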
Active calls of the source: *; i = inactive; ? = inconclusive; . = no result given. Outcome played no part in choosing rows (roughly 5.8% active in at least one column).

SMILES	MrgX1 antag	TRPC6 inhibitor	TRPC4 potent	HIF activator	KLF5 inhibitor	aSyn 5UTR inh	SKKanGAS inh	TRPC4 agonist	IEC-6 tox	TRPC6 act	TRPC4 block
CCOC(=O)N1CCN(C(=O)CCCCn2c(=S)[nH]c3ccsc3c2=O)CC1	i	i	i	-0.9	2	11	-10	i	-2	i	i
N#CC1(NC(=O)Cn2cc(C(F)(F)F)cc(Cl)c2=O)CCCCC1	i	i	i	0.0	-27	20	-1	i	-1	i	i
CC(C)(C)c1ccc(CSc2nc(N)cc(=O)[nH]2)cc1	i	i	i	2.6	-60	-79	1	i	6	i	i
N#Cc1c(N)nc2c(c1-c1cccs1)CCCC2	i	i	i	-0.1	-3	24	-5	i	8	i	i
N/C(=N\S(=O)(=O)c1cccs1)c1ccccc1Cl	i	i	i	-0.3	-18	19	-2	i	11	i	i
CC(C)n1ncc(C(N)=O)c1N	i	i	i	0.7	-23	2	1	i	-1	i	i
CCOC(=O)c1cc2c(ccn2C)n1Cc1cc(C)ccc1C	i	i	i	0.1	-17	-2	5	i	46*	i	i
OCCn1c(CSc2nnc(-c3ccco3)n2-c2ccccc2)nc2ccc(Cl)cc21	i	i	i	-0.5	21	30	-6	i	1	i	i
CC1CCc2nc(NC(=O)c3ccc(S(=O)(=O)N4CCCc5ccccc54)cc3)sc2C1 (stereo not drawn)	i	i	i	-0.5	-18	12	8	i	-6	i	i
CN(C)c1nc2c(c(=O)n(C)c(=O)n2C)n1CC(=O)c1cccs1	i	i	i	-0.1	.	11	-1	i	.	i	i
O=C(Nc1ccc(Oc2ccc(S(=O)(=O)N3CCOCC3)cn2)cc1)c1ccco1	i	i	i	-0.5	8	-6	-6	i	-1	i	i
Oc1ccc(-n2cnnn2)cc1	i	i	i	-1.4	-17	18	-6	i	1	i	i
Cc1cccc(N2CCN(S(=O)(=O)c3ccc(-c4cc(C)no4)s3)CC2C)c1 (stereo not drawn)	i	i	i	-0.6	6	8	0	i	-5	i	i
Cn1ccnc1SCC(=O)NC1CC1	i	i	i	-0.6	-25	-4	2	i	-4	i	i
CC(=O)NCCC1CCN(C(=O)c2cc(COc3ccc(C)nc3)on2)CC1	i	i	i	-0.2	-14	-8	-10	i	-6	i	i
CCOC(=O)c1nc(-c2ccccc2)sc1C(C)=O	i	i	i	0.7	-28	-8	-5	i	-4	i	i
c1ccc(OCc2nc(-c3ccncc3)no2)cc1	i	i	i	?	-9	-82	-10	i	-3	i	i
Cc1ccc(C(=O)Nc2ccc(NC(=O)c3ccc(C)o3)cc2)o1	i	i	i	-0.4	-11	8	-3	i	9	i	i
CCN(CC(=O)NC1CCS(=O)(=O)C1)C(=O)C(c1ccccc1)c1ccccc1 (stereo not drawn)	i	i	.	0.1	-38	7	-12	.	6	i	.
COc1cc(OC)cc(C(=O)N[C@H](C(=O)NC23CC4CC(CC(C4)C2)C3)C(C)C)c1	i	i	i	-0.5	-38	-6	4	i	10	i	i
Cc1ccc(S(=O)(=O)N(C)c2ccccc2C(=O)N2CCOCC2)cc1	i	i	i	-0.3	-17	-1	-8	i	3	i	i
O=C(NC(=S)Nc1ccc2oc(=O)ccc2c1)c1ccc(-c2cccc(Cl)c2Cl)o1	i	i	i	0.1	-19	-40	7	i	-4	i	i
CCCCN(CCCC)CCNC(=O)c1cn(CC)c2ccc(S(=O)(=O)N3CCc4ccccc4C3)cc2c1=O	i	i	i	-0.2	5	-2	3	i	1	i	i
O=C(NCc1ccco1)c1cc2ccccc2c(=O)o1	i	i	i	0.3	-23	-24	-1	i	-6	i	i
COc1ccc(OCC(=O)Nc2ccc(N3CCOCC3)cc2)c([N+](=O)[O-])c1	i	i	i	2.7	-37	-55	23	i	0	i	i

Profiles as entered above. Screens in order: MrgX1 antag, TRPC6 inhibitor, TRPC4 potent, HIF activator, KLF5 inhibitor, aSyn 5UTR inh, SKKanGAS inh, TRPC4 agonist, IEC-6 tox, TRPC6 act, TRPC4 block
Record of c1ccc(OCc2nc(-c3ccncc3)no2)cc1 : i, i, i, ?, -9, -82, -10, i, -3, i, i
Record of O=C(NCc1ccco1)c1cc2ccccc2c(=O)o1 : i, i, i, 0.3, -23, -24, -1, i, -6, i, i

The listing continues:
SMILES	MrgX1 antag	TRPC6 inhibitor	TRPC4 potent	HIF activator	KLF5 inhibitor	aSyn 5UTR inh	SKKanGAS inh	TRPC4 agonist	IEC-6 tox	TRPC6 act	TRPC4 block
Nc1cc2c(cc1[N+](=O)[O-])OCO2	i	i	i	0.0	-14	-9	5	i	1	i	i
Cc1ccc(N2C(=O)C3C4C=CC(CNC(=S)Nc5ccc(F)cc5)(O4)C3C2=O)cc1 (stereo not drawn)	i	i	i	-0.2	-3	10	3	i	-5	i	i
CC(C)(C)OC(=O)CNC(=O)c1[nH]cnc1C(=O)NCC(=O)OCc1ccccc1	i	i	i	-0.4	-19	0	-3	i	4	i	i
COc1ccc(CCNS(=O)(=O)c2ccc(Cl)s2)cc1OC	i	i	i	0.8	-6	4	-6	i	1	i	i
O=C(O)c1ccc2oc(SCC(=O)N3CCCCC3)nc2c1	i	i	i	2.0	-152	-88	-3	i	-2	i	i
COC(=O)c1nn(-c2ccc(OC)cc2)c(=O)c2c(N)sc(C)c12	i	i	i	-0.5	-3	20	2	i	-4	i	i
CCC(=O)N1CCc2cc(OC)c(OC)cc2C1COc1ccc(C(=O)OC)cc1 (stereo not drawn)	i	i	i	0.0	4	17	.	i	7	i	i
O=C(O)C1=C[C@H](c2coc3ccccc3c2=O)C[C@H](OCCCCO)O1	i	i	i	-3.0	-40	15	2	i	-2	i	i
O=C(CN1CCc2ccccc21)NC(=O)NC1CCCCC1	i	i	i	-0.4	-59	-8	4	i	4	i	i
Cc1ccc(S(=O)(=O)N(C)c2ccc(NS(C)(=O)=O)cc2)cc1	i	i	i	-0.1	-16	-4	3	i	2	i	i
CC1CN(C2CCCCC2)c2nc3c(c(=O)[nH]c(=O)n3C)n2C1 (stereo not drawn)	i	i	i	-0.2	-9	18	-3	i	0	i	i
O=C(NCC(=O)N1CCC(N2CCCCC2)CC1)C1CCCCC1	i	i	i	1.6	-10	-12	-4	i	3	i	i
O=C(CC1c2ccccc2Oc2ccccc21)Nc1ccccc1F	i	i	i	-2.0	-37	-9	7	i	-10	i	i
O=C(COC(=O)c1nc(Cl)ccc1Cl)c1ccc(Cl)s1	i	i	i	0.3	15	-19	-2	i	-6	i	i
COc1ccc(C(=O)OCC(=O)NCc2ccco2)cc1OC	i	i	i	0.0	-12	3	-1	i	-4	i	i
OCc1cn(-c2ccccc2)nc1-c1cccnc1	i	i	i	0.0	-2	-5	-8	i	6	i	i
COc1ccccc1NC(=O)Cn1nnc(C(=O)Nc2ccccc2)c1N	i	i	i	-0.1	-22	-9	-3	i	-2	i	i
O=C1Nc2ccccc2S/C1=C/NCc1ccccc1Cl	i	i	i	0.2	9	-17	21	i	1	i	i
O=C(NC12CC3CC(CC(C3)C1)C2)C1CC(=O)N(c2ccc(Br)cc2)C1 (stereo not drawn)	i	i	i	-0.1	-2	23	14	i	-2	i	i
COc1ccc(Nc2nc(C)cc(C)c2C(N)=O)c(OC)c1	i	i	i	-0.7	-8	-15	13	i	1	i	i
Cc1ccc(C(=O)/C=C/Nc2cccc([N+](=O)[O-])c2)o1	i	i	i	-0.3	-29	-167	-7	i	-2	i	i
O=S1(=O)N=C(N2CCCC2)c2ccccc21	i	i	i	0.3	-29	-18	-4	i	-3	i	i
O=C(COC(=O)Cc1ccc(S(=O)(=O)N2CCOCC2)s1)NCc1ccc(Cl)cc1	i	i	i	-0.1	-11	-10	7	i	-1	i	i
N#C/C(=C\c1c(Cl)cccc1Cl)c1nc2ccccc2o1	i	i	i	-1.2	-3	-10	2	i	-2	i	i
CCc1nc(C#N)c(N2CCOCC2)o1	i	i	i	-0.1	-10	21	5	i	0	i	i
Additional compounds.
SMILES	MrgX1 antag	TRPC6 inhibitor	TRPC4 potent	HIF activator	KLF5 inhibitor	aSyn 5UTR inh	SKKanGAS inh	TRPC4 agonist	IEC-6 tox	TRPC6 act	TRPC4 block
CC(=O)N1CCOc2ccc(S(=O)(=O)N(C)c3ccc(C)cc3)cc21	i	i	i	-0.1	-21	23	0	i	-15	i	i
Cc1cc(O)ccc1NC1=CC(=O)CC(C)(C)C1	i	i	i	0.0	3	-4	-12	i	8	i	i
Cc1cc(C(=O)COC(=O)CC2Sc3ccccc3NC2=O)c(C)n1-c1ccc(Br)cc1 (stereo not drawn)	i	i	i	2.4	-12	-15	18	i	2	i	i
COC(=O)c1cccc([N+](=O)[O-])c1CS(=O)(=O)c1ccc(C)cc1	i	i	i	0.0	-8	-15	1	i	7	i	i
CC1(C)Cc2nc3oc4c(NCCCN5CCOCC5)ncnc4c3cc2CO1	i	i	i	-0.8	-8	-8	-3	i	7	i	i
CC1=C(C(=O)OCc2ccccc2)C(/C=C/c2ccccc2)N2C(=O)CCSC2=N1 (stereo not drawn)	i	i	i	-0.1	-23	5	12	i	-3	i	i
N#Cc1c(Nc2ccccc2)c(C=O)c[nH]c1=O	i	i	i	-0.4	-10	-1	4	i	3	i	i
CCc1nnc(NC(=O)CSc2nc3ccc(OC)cc3[nH]2)s1	i	i	i	-0.1	2	-12	-5	i	9	i	i
O=C(c1cccs1)N1CCCc2ccccc21	i	i	i	0.0	4	14	1	i	4	i	i
C[N+]1(C)CC2=Cc3ccccc3CC2C1 (stereo not drawn)	i	i	i	-1.1	-25	3	-8	i	-1	i	i

High-throughput results deposited in PubChem BioAssay by several laboratories.
